Dyrk1A ADPGlo – blocks rat Dyrk1A kinase activity; ADP-Glo luminescence, NFATc1 peptide; inhibition, % at 12.5 µM; 310,000 tested, 0.43% active; in the data active = inhibition above about 50%;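 note: plate controls were vehicle with enzyme for no effect and no enzyme for full effect; many of its hits are not listed in these tables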
HSP90 inh – HSP90 refolding inhibition in rabbit reticulocyte lysate. luciferase refolding luminescence, 3 h. inhibition, % at 5.6 µM. 290,000 tested, 0.91% active. AID 1789;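 active = inhibition above the screen-wide mean plus 3 SD, computed separately per campaign, cut at about 16% in these data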;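 note: 0% = DMSO wells and 100% = 60 µM geldanamycin wells; inhibitors lower the luminescence because luciferase stays unfolded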
GSK3A inh – inhibitors of human GSK-3 alpha kinase; inhibition, % at 10 µM; 320,000 tested, 0.1% active; P49840; ADP-Glo luminescence, 60 min;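 in the data active = inhibition above about 50%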;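 note: GST-tagged GSK-3 alpha with peptide substrate and 25 µM ATP; 0% = DMSO neutral wells and 100% = GW8510 positive control wells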
HSF-1 act – increases HSF-1 driven luciferase reporter signal; NIH3T3-HGL HSF-1 luciferase reporter, MG132, 8 h; 100% = twice DMSO control signal; activation, % at 9 µM; 300,000 tested, 1.7% active;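 active = mean replicate activation of at least 50% with a set share of replicates each reaching 50%; inconclusive = only one of those two conditions met; inactive = mean below 50% and too few replicates reaching it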;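 note: 0% = median of the neutral control wells and 100% = twice that signal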
PolyA inh – inhibitors of polyadenylation in S. cerevisiae | AID 1875 | calls only at 12 µM | 300,000 tested, 0.02% active | S. cerevisiae SKY197-pL101 polyadenylation reporter, beta-gal luminescence; efflux-impaired pdr1/pdr3 knockout yeast; score 100 = 6 SD above DMSO;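 active = lowest replicate activity score at least 50, where 100 means six control SD above control mean; inconclusive = lowest score under 50 but half or more replicates reach 50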;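 note: yeast exposed to compound for 9 h at 30 °C; higher score means more reporter readthrough which indicates perturbed polyadenylation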
HSF1 inh – HSF1 inhibition. NIH3T3-HGL HSE-luciferase, MG132-induced, luminescence 8 h; hits give low values. activity change, negative = inhibition, % at 7.5 µM (by protocol). 300,000 tested, 0.77% active;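 active = more than half of replicate wells show activity change below -50%, luminescence cut by over half; inconclusive = some wells, but at most half, below -50%; inactive = no replicate well below -50%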;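 note: luciferase reports HSF-1 transcriptional activity via heat shock element; 0% = median of DMSO wells and -100% = zero luminescence signal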
Platelet DG rel – platelet dense granule release activity; 300,000 tested, 0.22% active; human platelet-rich plasma, SFLLRN dense granule ATP release, luminescence; inhibition, %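 (compounds screened at 7.5 µM in platelet-rich plasma)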;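 active = mean replicate score, as percent of positive control, at or above 50; inconclusive = mean below 50 but at least one replicate at or above 50; inactive = mean and every replicate below 50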
GSK3B inh – blocks human GSK3beta kinase activity | AID 2097 | activity score (negative = inhibition), % at 10 µM | GST-GSK3beta kinase, ADP-Glo luminescence, 60 min; hits give low values | 300,000 tested, 0.038% active | P49841;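 active = more than half of replicate wells score below -50%, meaning over 50% inhibition versus plate controls; inconclusive = some replicates but at most half score below -50%; inactive = no replicate scores below -50%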;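 note: 0% = median DMSO wells and -100% = median GW8510 positive control wells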
Target sequence (P49841 whole entry, looked up): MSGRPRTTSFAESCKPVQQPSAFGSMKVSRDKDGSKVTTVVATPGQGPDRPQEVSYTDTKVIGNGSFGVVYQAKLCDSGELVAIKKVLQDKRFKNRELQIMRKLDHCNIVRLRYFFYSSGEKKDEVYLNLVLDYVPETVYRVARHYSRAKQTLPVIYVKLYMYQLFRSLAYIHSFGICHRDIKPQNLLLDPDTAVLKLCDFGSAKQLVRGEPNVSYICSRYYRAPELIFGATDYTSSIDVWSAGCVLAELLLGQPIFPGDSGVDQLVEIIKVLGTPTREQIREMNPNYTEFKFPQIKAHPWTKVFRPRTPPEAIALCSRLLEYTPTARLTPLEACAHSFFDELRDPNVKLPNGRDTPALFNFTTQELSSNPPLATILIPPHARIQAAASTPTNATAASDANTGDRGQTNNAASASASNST
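Test system: GST-tagged human GSK3beta kinase, cell-free; evaluation: activity score scaled between in-plate DMSO and GW8510 controls; measured by: ADP-Glo luminescence; incubation: 60 min reaction, RT; benchmarks: DMSO and 20 µM GW8510; reagent: peptide substrate plus 25 µM ATP (final); medium: Tris/MgCl2 kinase buffer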
HDAC3 inh – blocks human histone deacetylase 3; recombinant HDAC3, fluorogenic peptide/trypsin coupled, fluorescence; inhibition, % at 8.3 µM; 320,000 tested, 0.15% active; in the data active = inhibition above about 26%, passing the limit was not always enough; inconclusive = no clear call, values can overlap the other calls
Target sequence (O15379 whole entry, looked up): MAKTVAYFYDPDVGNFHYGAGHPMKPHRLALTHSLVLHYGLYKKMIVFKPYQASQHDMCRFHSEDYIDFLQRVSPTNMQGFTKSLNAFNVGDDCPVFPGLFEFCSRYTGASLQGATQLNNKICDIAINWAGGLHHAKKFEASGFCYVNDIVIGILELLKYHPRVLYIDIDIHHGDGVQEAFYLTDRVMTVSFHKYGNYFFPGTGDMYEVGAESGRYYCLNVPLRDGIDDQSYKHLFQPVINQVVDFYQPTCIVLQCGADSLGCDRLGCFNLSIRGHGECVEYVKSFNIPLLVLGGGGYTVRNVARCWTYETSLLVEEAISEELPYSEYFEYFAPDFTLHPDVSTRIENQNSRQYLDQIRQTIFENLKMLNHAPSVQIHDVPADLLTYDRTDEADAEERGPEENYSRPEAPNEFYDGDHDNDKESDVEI
AI-2 QS modul – modulates the Vibrio harveyi AI-2 quorum sensing system; Vibrio harveyi JMH597 AI-2 luminescence/OD600 ratio, 9 h; hits give low values; strain lacks LuxN and CqsS sensors; 0 = neutral-control median; activity change, % at 7.5 µM; 300,000 tested, 0.4% active; AID 2094; in the data active = activity change below about -75%, passing the limit was not always enough; inconclusive = no clear call, values can overlap the other calls;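 note: luminescence divided by OD600 gain over 9 h not by final OD600 alone; inactives centre near 13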
* marks the source's active call; other numbers are inactive results; i = inactive; ? = inconclusive; · = not tested or not shown.

Letter code: A = Dyrk1A ADPGlo; B = HSP90 inh; C = GSK3A inh; D = HSF-1 act; E = PolyA inh; F = HSF1 inh; G = Platelet DG rel; H = GSK3B inh; I = HDAC3 inh; J = AI-2 QS modul
1) CCC(=O)N1CCc2cc(S(=O)(=O)NC(C(=O)NC(C)c3ccccc3)C(C)C)ccc21 (stereo not drawn)
  A = 7	B = 0	C = -2	D = 19	E = i	F = -5	G = 0	H = 1	I = 4	J = 16

2) CC(=O)c1ccc(NC(=S)NNC(=O)c2ccncc2)cc1
  A = 5	B = 2	C = 2	D = 6	E = i	F = -1	G = -7	H = -3	I = 4	J = -1

3) O=C(/C=C/c1c(F)cccc1Cl)Nc1ncccn1
  A = -1	B = -1	C = 0	D = 6	E = i	F = -4	G = 4	H = 2	I = -6	J = 4

4) COc1ccc(N2CCN(C(=O)CCN3C(=S)NC(C)(C)CC3C)CC2)cc1 (stereo not drawn)
  A = 2	B = 3	C = 0	D = -3	E = i	F = -11	G = 1	H = 1	I = -12	J = 22

5) Cc1cc(C)nc(NC(=O)c2c(-c3c(Cl)cccc3Cl)noc2C)n1
  A = 5	B = 1	C = -2	D = 18	E = i	F = 2	G = -3	H = 1	I = 2	J = 12

6) COC(=O)c1sc(NC(=O)c2cccc([N+](=O)[O-])c2)c(C(N)=O)c1C
  A = 3	B = 0	C = -3	D = 13	E = i	F = -7	G = -15	H = 2	I = 3	J = 10

7) CCCc1nc2oc3c(=O)[nH]cnc3c2c2c1COC(C)(C)C2
  A = -2	B = -2	C = 4	D = 24	E = i	F = 2	G = -1	H = 3	I = -5	J = 11

8) COc1ccc(-c2oc3ncnc(N)c3c2-c2ccccc2)cc1
  A = 0	B = -1	C = -1	D = -4	E = i	F = -12	G = 1	H = 2	I = -21	J = 12

9) O=C(CCCCC(=O)Nc1c(I)cc(I)c(C(=O)O)c1I)Nc1c(I)cc(I)c(C(=O)O)c1I
  A = 4	B = ·	C = -1	D = -8	E = i	F = -1	G = 1	H = 4	I = -10	J = 4

10) COc1ccc(-c2cc(=O)n(-c3nc4ccccc4[nH]3)[nH]2)cc1
  A = 8	B = -2	C = -1	D = 3	E = i	F = 7	G = 13	H = 0	I = 2	J = 28

11) CCOC(=O)c1ccc(N2C(=O)CC(N3CCOCC3)C2=O)cc1 (stereo not drawn)
  A = 10	B = 1	C = -2	D = 15	E = i	F = -2	G = 2	H = 0	I = 0	J = -4

12) ClC(Cl)(c1nnnn1-c1ccccc1)c1nnnn1-c1ccccc1
  A = -2	B = -4	C = 0	D = ·	E = ·	F = ·	G = ·	H = ·	I = 1	J = ·

13) CCN(CC)CCOC(=O)c1ccc2c(c1)OCCO2
  A = 0	B = 2	C = -4	D = -7	E = i	F = 0	G = 11	H = 4	I = 8	J = -4

14) O=C(CCC(=O)c1ccc(F)cc1)Nc1cc(Cl)cc(Cl)c1
  A = 0	B = -2	C = 1	D = 58*	E = i	F = 5	G = 1	H = 0	I = -5	J = -79*

15) CCN(CC)c1ccc(NC(=O)c2ccco2)c(C)c1
  A = 3	B = 0	C = -1	D = 7	E = i	F = -2	G = -3	H = 2	I = 3	J = 22

16) CC(Oc1ccccc1)C(=O)N1CCN(C(=O)C(C)Oc2ccccc2)CC1 (stereo not drawn)
  A = 2	B = -1	C = -5	D = -14	E = i	F = -5	G = -2	H = -3	I = -1	J = 25

17) CCN1/C(=C2/SC(=S)N(NC(C)=O)C2=O)Sc2ccccc21
  A = -3	B = 3	C = -1	D = 3	E = i	F = -3	G = -12	H = 0	I = 3	J = 24

18) COc1cccc(-c2nc(CSCC(=O)NCC3CCCO3)c(C)o2)c1 (stereo not drawn)
  A = 8	B = 4	C = 2	D = -22	E = i	F = 2	G = -2	H = 3	I = -1	J = 0

19) Cc1ccc(NC(=S)NC(=O)/C=C/c2ccc(Cl)cc2)cc1
  A = 2	B = -4	C = -1	D = 9	E = i	F = -3	G = 5	H = 0	I = 0	J = 11

20) COc1cccc(C(C(=O)NC2CCCCC2)N(C(=O)c2ccccn2)c2cccnc2)c1 (stereo not drawn)
  A = -3	B = 2	C = 14	D = -3	E = i	F = 8	G = 6	H = 0	I = -4	J = 19

21) CCOc1ccc(-n2c(N)c(C(=O)NCC3CCCO3)sc2=S)cc1 (stereo not drawn)
  A = 0	B = 0	C = -3	D = -4	E = i	F = -6	G = -2	H = 2	I = 3	J = 18

22) O=C(Cc1cccs1)N1CCC(c2nc3c(nnn3Cc3ccccc3)c(=O)[nH]2)CC1
  A = 0	B = 1	C = 7	D = 12	E = i	F = 3	G = 7	H = -14	I = 8	J = 10

23) Oc1[nH]c2ccccc2c1N=Nc1ccccc1F
  A = 2	B = 2	C = -4	D = 29	E = ·	F = -1	G = 1	H = 9	I = 2	J = 18

24) Cn1ccc(C(=O)Nc2sc3c(c2C#N)CCC3)n1
  A = -2	B = -2	C = 0	D = 2	E = i	F = 0	G = -3	H = -20	I = 1	J = -10

25) CCN(CC)C(=O)Cn1cc(S(=O)(=O)CC(=O)Nc2ccc(OC)c(OC)c2)c2ccccc21
  A = 2	B = 3	C = 0	D = -12	E = i	F = -6	G = 18	H = -2	I = 5	J = 14

Of the compounds above, these have a thiophene ring, fused or not.
Letter code: A = Dyrk1A ADPGlo; B = HSP90 inh; C = GSK3A inh; D = HSF-1 act; E = PolyA inh; F = HSF1 inh; G = Platelet DG rel; H = GSK3B inh; I = HDAC3 inh; J = AI-2 QS modul
6) COC(=O)c1sc(NC(=O)c2cccc([N+](=O)[O-])c2)c(C(N)=O)c1C
  A = 3	B = 0	C = -3	D = 13	E = i	F = -7	G = -15	H = 2	I = 3	J = 10

22) O=C(Cc1cccs1)N1CCC(c2nc3c(nnn3Cc3ccccc3)c(=O)[nH]2)CC1
  A = 0	B = 1	C = 7	D = 12	E = i	F = 3	G = 7	H = -14	I = 8	J = 10

24) Cn1ccc(C(=O)Nc2sc3c(c2C#N)CCC3)n1
  A = -2	B = -2	C = 0	D = 2	E = i	F = 0	G = -3	H = -20	I = 1	J = -10

Next part:
no.	compound	Dyrk1A ADPGlo	HSP90 inh	GSK3A inh	HSF-1 act	PolyA inh	HSF1 inh	Platelet DG rel	GSK3B inh	HDAC3 inh	AI-2 QS modul
26	Cc1nc(SCc2cccc(Oc3ccccc3)c2)n[nH]1	-2	-2	0	0	i	2	9	0	-1	10
27	CN1CCN(CCNC(=O)Cn2c(=O)c3cccn3c3ccc(F)cc32)CC1	0	-6	0	9	i	8	-17	0	2	7
28	Cn1cc(/C=C2/SC(=O)N(c3ccccc3)C2=O)c2ccccc21	0	-2	0	46	i	12	3	-3	6	8
29	Cc1nc2ccc(C(=O)N3CCSCC3)cc2s1	-4	1	-2	-11	i	-10	-4	-1	0	1
30	CCOC(=O)C(Cc1ccccc1)NC(=O)Cn1nnc(-c2ccc(SC)cc2)n1 (stereo not drawn)	-1	-1	-1	1	i	10	10	3	-1	11
31	CC(C)CC1NC(=O)N(Cc2nc3ccccc3s2)C1=O (stereo not drawn)	7	1	-2	9	i	3	-9	0	6	27
32	Cc1cc(C(=O)c2cccs2)c(N)s1	·	2	13	-5	i	6	-1	0	?	0
33	Cc1cc2c(cc1S(=O)(=O)NCCc1ccc(Cl)cc1)OCC(=O)N2	3	0	1	22	i	4	1	0	-2	8

Later entries
no.	compound	Dyrk1A ADPGlo	HSP90 inh	GSK3A inh	HSF-1 act	PolyA inh	HSF1 inh	Platelet DG rel	GSK3B inh	HDAC3 inh	AI-2 QS modul
34	CCOc1ccc(OCCCC(=O)O)cc1	1	-1	-4	-10	i	-2	1	0	-1	8
35	O=C(NCCCN1CCCC1=O)Nc1ccc(Cl)cc1	7	1	3	7	i	-10	0	2	-1	4
36	CCCC1=C(C(=O)OCC)C(c2ccc(F)cc2)n2ncnc2N1 (stereo not drawn)	10	4	6	10	i	-2	-2	2	3	19
37	CCc1cc(=O)oc2c(C)c(O)c(CN3CCCCC3)cc12	3	2	-2	5	i	3	-10	2	-215	0
38	Cc1cc(S(=O)(=O)N2CCN(Cc3ccccc3)CC2)c(C)s1	-4	-2	1	1	i	-1	2	-18	1	30
39	COc1ccc(NC(C)=[N+](C)CCNS(=O)(=O)c2ccc(Cl)cc2)cc1Cl	-5	-3	-1	-3	i	-8	-13	0	-2	14
40	CC1CCN(C(=O)c2ccc(NS(=O)(=O)c3cccc4cccnc34)cc2)CC1	10	-4	-1	1	i	2	6	-3	3	23
41	COc1cc(NS(=O)(=O)c2ccc(Nc3nc(-c4cccc([N+](=O)[O-])c4)cs3)cc2)nc(OC)n1	22	-4	4	6	i	-9	15	1	7	5

Going on with the list:
no.	compound	Dyrk1A ADPGlo	HSP90 inh	GSK3A inh	HSF-1 act	PolyA inh	HSF1 inh	Platelet DG rel	GSK3B inh	HDAC3 inh	AI-2 QS modul
42	CC(CC(=O)NCc1ccco1)S(=O)(=O)c1ccc2c(c1)CCN2C(=O)C1CC1 (stereo not drawn)	0	0	-1	2	i	3	-4	0	-5	28
43	CCOC(=O)CCSc1nc2c(c(C(F)(F)F)c1C#N)CCC2	0	3	-2	-19	i	-3	0	1	-2	10
44	CCN(CC)CCCNC(=O)c1ccc(Cl)c(S(=O)(=O)Nc2ccccc2OC)c1	-1	5	-2	2	i	-2	3	1	7	6
45	O=C(Cn1cc(C(=O)c2ccco2)c2ccccc21)NC1CCCC1	5	-2	3	3	i	12	1	-8	-3	11
46	C=CCN1C(=NC(=O)CCCC(=O)O)SC2CS(=O)(=O)CC21 (stereo not drawn)	0	-3	0	·	·	·	·	·	-7	·
47	Nc1nc(NCCCN2CCOCC2)nc(Nc2ccc(Cl)cc2)c1[N+](=O)[O-]	·	4	57*	-7	i	1	-1	-27	8	6
48	COC(=O)c1nc(NC2=NCCCCC2)n[nH]1	-1	-1	-1	11	i	-5	-3	2	-5	15

Fetched by structure from above:
no.	compound	Dyrk1A ADPGlo	HSP90 inh	GSK3A inh	HSF-1 act	PolyA inh	HSF1 inh	Platelet DG rel	GSK3B inh	HDAC3 inh	AI-2 QS modul
44	CCN(CC)CCCNC(=O)c1ccc(Cl)c(S(=O)(=O)Nc2ccccc2OC)c1	-1	5	-2	2	i	-2	3	1	7	6
46	C=CCN1C(=NC(=O)CCCC(=O)O)SC2CS(=O)(=O)CC21 (stereo not drawn)	0	-3	0	·	·	·	·	·	-7	·
43	CCOC(=O)CCSc1nc2c(c(C(F)(F)F)c1C#N)CCC2	0	3	-2	-19	i	-3	0	1	-2	10

Only part of the results is shown; count on the stated rates, not on these rows.
